# Compound activity as filed in PubChem BioAssay.
# HEK293 NFkB inh = inhibitors of the PMA/ionomycin-induced NF-kB reporter in HEK293 cells | AID 465 | 62,000 tested, 0.21% active | inhibition, % at 3 µM | HEK-293 NF-kB luciferase reporter, luminescence;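 active = inhibition above the mean of all tested compounds plus 3 SD, cut at about 40% in these data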;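 note: 0% = stimulated DMSO wells and 100% = 10 µM reference inhibitor 5653914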
#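 System – HEK-293 cells with stable firefly luciferase reporter driven by four HIV NF-kB elements · Doses – one dose, 3 µM · Schedule – 1 h compound pre-incubation, 16 h PMA/ionomycin at 37 °C · Technique – luminescence from luciferase substrate reagent · Measure – percent inhibition normalized per plate to DMSO and reference-inhibitor controls · Replicates – tested once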
# Jurkat tox 60K = cytotoxicity toward Jurkat cells | Jurkat E6.1 viability, ATP luminescence, 48 h | inhibition, % at 4 µM | 56,000 tested, 1.2% active;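 active = inhibition above the mean inhibition of all tested compounds plus 3 SD, cut at about 28% in these data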
# M1 antagonist = antagonists of rat M1 muscarinic receptor | 64,000 tested, 3.4% active | AID 628 | CHO-M1 cells, Fluo-4 calcium, ACh EC80 antagonist mode; stronger effect = lower value | P08482 | B-score at 10 µM;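 active = calcium fluorescence response, raw or row-and-column corrected B-score, differing from the plate sample mean either way at a set confidence level, mostly lower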
# Target sequence (P08482 whole entry, looked up): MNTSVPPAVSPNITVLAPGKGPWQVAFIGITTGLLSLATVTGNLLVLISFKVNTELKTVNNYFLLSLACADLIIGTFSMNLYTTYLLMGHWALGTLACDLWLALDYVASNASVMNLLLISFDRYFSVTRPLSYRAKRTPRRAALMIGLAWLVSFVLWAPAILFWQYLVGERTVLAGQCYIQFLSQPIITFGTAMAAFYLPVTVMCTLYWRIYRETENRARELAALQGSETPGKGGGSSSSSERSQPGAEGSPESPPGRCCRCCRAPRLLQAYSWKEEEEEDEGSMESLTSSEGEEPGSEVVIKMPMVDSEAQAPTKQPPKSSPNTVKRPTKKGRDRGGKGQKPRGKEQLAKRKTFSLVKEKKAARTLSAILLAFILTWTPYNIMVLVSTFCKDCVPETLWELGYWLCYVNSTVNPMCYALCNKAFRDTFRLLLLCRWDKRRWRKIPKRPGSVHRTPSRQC
# TNAP act mid DEA = activates human TNAP at intermediate phosphate acceptor concentration. P05186. purified TNAP, CDP-star luminescence, 100 mM DEA, 30 min; stronger effect = higher value; scale: 0 levamisole-inhibited, 1 vehicle-only enzyme. activation factor at 20 µM. 64,000 tested, under 10 active. AID 813;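 active = activation factor of at least 2 at 20 µM, relative to controls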
# M1 agonist = M1 muscarinic receptor agonism. CHO-M1 cells, Fluo-4 calcium fluorescence, agonist mode; stronger effect = higher value. B-score at 10 µM. 64,000 tested, 3% active;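 active = fluorescence rise, raw or as B-score row- and column-corrected plate score, outside the 99.7% band of its plate's samples, either direction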
# E coli RNAP = Escherichia coli RNA polymerase inhibition | 62,000 tested, 0.2% active | inhibition, %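 (tested at 10 µM)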 | P0A8V2 | E. coli RNA polymerase, fluorescence transcription assay | AID 559; in the data active = inhibition above about 20%;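 note: 0% = enzyme without compound and 100% = no enzyme blank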
# S1P3 agonist = agonists of human S1P3 receptor | activation, % at 4.5 µM | S1P3 NFAT-BLA reporter cells, agonism, FRET ratio; relative to 1 µM S1P, basal subtracted | 60,000 tested, 0.1% active | Q99500;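 active = activation above the screen-wide mean plus 3 SD, cut at about 4.5% in these data, passing the limit was not always enough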; note: some compounds called inactive have numbers as strong as hits
# Target sequence (Q99500 whole entry, looked up): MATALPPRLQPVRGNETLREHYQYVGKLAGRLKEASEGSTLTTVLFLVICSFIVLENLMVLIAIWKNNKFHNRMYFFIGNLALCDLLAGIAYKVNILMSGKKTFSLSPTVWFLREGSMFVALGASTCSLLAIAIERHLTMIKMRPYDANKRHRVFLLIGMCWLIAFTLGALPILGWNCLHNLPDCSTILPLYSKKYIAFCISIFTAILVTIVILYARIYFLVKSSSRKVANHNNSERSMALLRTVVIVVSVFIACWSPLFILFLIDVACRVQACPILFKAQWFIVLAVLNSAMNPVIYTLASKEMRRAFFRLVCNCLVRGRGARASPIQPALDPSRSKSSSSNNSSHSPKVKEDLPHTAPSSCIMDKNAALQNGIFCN
#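 Measure – % activation relative to 1 µM S1P (100%), per plate · System – stable CHO line with human S1P3, Gα16, NFAT-BLA reporter · Timing – cells plated overnight, compound 4 h 37 °C, substrate 2 h RT · Technique – fluorescent BLA substrate, ex 405 nm, em 460/535 nm ratio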
# S1P1 ag pot = agonists and agonism potentiators of human S1P1 receptor | P21453 | S1P1 CRE-bla cells, forskolin, beta-lactamase FRET, potentiator mode; S1P1 agonist co-added at EC20, 2 nM; 100% = saturating reference agonist, 0% = basal | activation, % at 9.5 µM | 56,000 tested, 0.57% active | AID 449;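 active = activation above a cutoff set at the mean activation of all tested compounds plus 3 SD, cut at about 54% in these data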;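 note: forskolin at 4 µM as EC80 and the EC20 agonist is SEW2871; 100% = SEW2871 at its EC100 plus forskolin at EC80; some compounds past the cut are filed as inactive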
# D1 mod = allosteric modulators of human D1 dopamine receptor; P21728; HEK293 D1, CRE-luciferase, dopamine EC30 potentiation; actives deviate in either direction; B-score at 10 µM; 58,000 tested, 5.9% active;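 active = luminescence count or its row- and column-corrected plate score outside the 99.7% band of the plate's sample wells, on either side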
# Numbers without * were called inactive; nt = not tested or not shown.
SMILES,HEK293 NFkB inh,Jurkat tox 60K,M1 antagonist,TNAP act mid DEA,M1 agonist,E coli RNAP,S1P3 agonist,S1P1 ag pot,D1 mod
Oc1oc(-c2ccccc2)nc1C=NCc1ccncc1,nt,nt,-0.222,0.9,-0.759,-5.1,-1.5,0.3,nt
Cc1cc(C)n2nc3ccccc3c2n1,27.9,10.2,0.608,0.9,-0.726,-8.2,-0.8,-27.3,2.84*
NC(=O)c1cnn2c(C(F)(F)F)cc(-c3ccc(F)cc3)nc12,14.7,-2.2,0.17,1,0.263,8.0,0.0,-17.7,2.53*
Cc1ccoc1C(=O)NCc1occc1C(=O)O,3.6,-6.6,-0.0489,1,-0.648,3.1,-1.3,-2.6,-0.506
O=C(c1ccc(COc2c(F)c(F)c(F)c(F)c2F)o1)N1CCOCC1,13.8,11.3,0.0067,0.9,-0.183,11.4,-0.6,-13.8,-0.376
O=C(CC1(O)C(=O)Nc2cc(Cl)cc(Cl)c21)c1ccccc1O (configuration not stated),15.9,3.4,nt,0.9,nt,-12.4,-1.5,30.4,0.117
O=C1c2ccccc2C(=O)N1Cc1nc2ccccc2o1,10.5,-0.2,-0.526,0.9,-0.36,nt,-1.0,-1.1,0.53
O=[n+]1c2c(n([O-])c3cc(Br)ccc31)CCC2,24.1,7.1,1.08,1,-0.0552,8.4,-1.5,-2.6,-0.651
COc1cccc(CN(C)C(=O)c2ccc(S(=O)(=O)N3CCCC3)cc2)c1OC,19.3,0.5,-0.0458,1,-0.288,3.0,-0.4,7.0,0.992
O=C(OC1CCCCC1=O)c1cc(=O)c2ccccc2o1 (configuration not stated),10.1,-11.9,0.113,0.9,0.197,10.5,0.0,5.1,-0.000516
CCC(C(=O)Nc1nccs1)c1ccccc1 (configuration not stated),14.1,0.3,nt,0.9,nt,8.9,-0.5,-14.2,0.178
CC(=O)[C@@H]1[C@@H]2C(=O)N(Cc3ccccc3)C(=O)[C@@H]2C2c3ccccc3C=CN21 (some centres not stated),17.9,-0.2,0.0584,1,25.5*,4.0,-1.7,12.2,0.714
CCOCCCN(C(=O)Nc1ccc(CC)cc1)C1CCN(C(C)=O)CC1,13.6,2.4,1.2,1,0.219,-4.9,-0.8,5.2,-0.00243
CCOC(=O)C1=C(C)NC2=C(C(=O)CC(C)(C)C2)C1c1ccc(N(C)C)cc1 (configuration not stated),7.9,-8.2,0.986,0.9,-0.483,1.4,1.1,-6.8,-1.22
Cc1ccc(C2c3c(oc4cc(C)c(C)cc4c3=O)C(=O)N2CCCN2CCOCC2)cc1 (configuration not stated),11.2,-1.1,-0.633,0.9,-0.157,6.0,-1.4,-13.3,0.532
COc1cc(S(=O)(=O)N2CCOCC2)ccc1NC(=O)COC(=O)c1ccccn1,18.2,nt,0.969,0.9,0.36,13.2,nt,nt,-0.673
CCn1c(SC/C=C/c2ccccc2)nnc1-c1cccs1,24.9,4.0,-1.78,0.9,0.154,6.1,-0.5,3.7,-0.404
CC(=O)c1cccc(NC(=O)N2CCCC2C(=O)NCc2ccccc2)c1 (configuration not stated),13.8,nt,-0.515,0.9,-0.195,6.2,nt,nt,-0.128
O=C(Nc1ccc2c(c1)OCO2)C1CCN(S(=O)(=O)c2cccc3cccnc23)CC1,15.0,0.7,-0.862,1,3.49,0.9,-0.6,17.4,nt
Cc1ccc(-c2[nH]nc3c2C(c2ccc(OC(=O)N4CCOCC4)cc2)C(C#N)=C(N)O3)cc1 (configuration not stated),13.1,-2.5,-0.635,0.9,0.212,2.1,-0.7,-16.3,-0.499
CCCC(NC(=O)CNC(=O)C(C)(C)C)C(=O)O (configuration not stated),10.1,-3.7,-0.269,0.9,0.837,8.9,-0.8,-11.3,-0.243
CC(C)(C)n1ncc2c(=O)n(Cc3ccc(Cl)cc3Cl)cnc21,4.6,6.7,-0.118,nt,0.00541,10.5,-0.8,-22.9,1.99
Cc1cc(NC(=O)CSc2ccccc2)no1,-4.8,6.3,1.29,1,2.05,6.9,-0.1,nt,1
CCOC(=O)c1cccc(NC(=O)c2cccs2)c1,13.9,-1.0,0.307,0.9,-0.0551,10.2,-1.4,24.4,0.915
CC1=C(C(=O)N(C)C)C(c2ccc(Cl)c(Cl)c2)NC(=O)N1 (configuration not stated),1.8,-4.8,0.126,1,0.172,3.4,0.8,5.3,nt
CCN(CC)CCNC(=O)Cc1nn(CC)c(=O)c2ccccc12,1.7,-4.5,0.00227,1,-0.115,-0.8,-0.5,-28.9,-0.00305
O=C(Cc1c(F)cccc1Cl)Nc1ccon1,11.6,-8.3,0.108,1,-0.0802,10.9,0.1,-14.8,0.496
COC(=O)CC1C(=O)NCCN1C(=O)CSc1nnc(Nc2ccc(OC)cc2)s1 (configuration not stated),16.6,0.8,-0.0248,1,0.326,2.4,-0.2,-17.6,1.19
Cc1cc(C(=O)CSc2nnnn2-c2ccccc2)c(C)n1CC1CCCO1 (configuration not stated),-35.1,-4.7,0.0962,0.9,-0.0553,10.1,-0.8,13.3,0.35
O=C(Cc1cscn1)c1ccc(O)cc1O,nt,nt,0.308,0.9,-0.156,8.1,-1.7,3.8,0.0392
COc1ccccc1-n1cnc(N)c1C(=O)c1ccccc1,12.3,36.1*,-0.665,0.9,0.276,4.1,0.5,-5.8,0.237
Cc1nc2sc(C(c3cccc(F)c3)N3CCCCC3)c(O)n2n1 (configuration not stated),9.4,-0.2,0.331,0.9,0.809,6.2,0.5,-7.5,-0.6
CCSc1nnc(Cc2cc(=O)[nH]c(=O)[nH]2)n1-c1ccc(F)cc1,4.0,0.5,-0.187,0.9,1.12,3.3,-0.4,-12.5,-0.0159
CCOC(=O)C(C)Sc1nnc(Cc2cc(=O)[nH]c(=O)[nH]2)n1-c1cccc(OC)c1 (configuration not stated),14.6,-3.2,0.21,0.9,0.412,2.4,-0.1,-11.9,-0.497
COc1cc2c(C#N)c(N3CCN(c4ccccc4OC)CC3)nc(N)c2c(N)n1,14.6,nt,-0.105,0.9,3.44*,-8.5,nt,nt,-0.287
CCOCCn1c(CN2CCN(c3ccccc3)CC2)nc2c1c(=O)n(C)c(=O)n2C,9.6,13.1,0.444,nt,0.113,nt,-0.2,-3.6,-0.52
O=C(O)CCC(=O)Nc1ccc(-c2nnc(-c3ccco3)o2)cc1,6.6,1.7,0.573,0.9,-0.354,-4.2,-0.3,-18.2,-0.5
COc1cccc(-n2c(C)nnc2SCC(=O)Nc2ccccc2N2CCOCC2)c1,19.6,5.1,-0.0684,1,-0.502,5.0,-0.7,-13.7,-0.138
COc1ccc(C(O)CNc2ccc(C)cc2)cc1 (configuration not stated),4.3,3.3,-0.00528,0.9,1.17,7.5,0.3,-29.4,1.33
CC(C)OC(=O)CSc1nnc(-c2ccncc2)n1N,16.1,nt,0.592,0.8,0.456,8.4,nt,nt,-0.149
CC(=O)NC(C)C12CC3CC(CC(CC(=O)O)(C3)C1)C2 (configuration not stated),6.3,-3.2,0.557,0.9,0.631,6.0,0.0,-9.1,-1.19
CCOC(=O)c1[nH]nc(-c2c(O)cc(C)cc2O)c1-c1csc(C)n1,18.4,-3.6,0.44,1,1.03,10.2,-0.3,-2.6,-1.73
Cc1nn(C(=O)c2ccoc2C)c(N)c1-c1ccccc1,-1.7,0.8,-0.438,0.9,0.366,8.1,0.3,40.9,-0.506
CCOC(=O)c1ccc(NC(=O)CSc2nc3c(c(=O)n2-c2ccccc2OC)SCC3)cc1,6.7,-3.5,0.272,0.9,1.92,5.7,-1.0,-0.1,nt
Cc1ccccc1N(CC(N)=O)S(C)(=O)=O,-3.5,-5.2,0.0354,0.9,0.558,7.0,-1.6,1.8,2.05

# Five entries picked at random from those above:
SMILES,HEK293 NFkB inh,Jurkat tox 60K,M1 antagonist,TNAP act mid DEA,M1 agonist,E coli RNAP,S1P3 agonist,S1P1 ag pot,D1 mod
CCOCCn1c(CN2CCN(c3ccccc3)CC2)nc2c1c(=O)n(C)c(=O)n2C,9.6,13.1,0.444,nt,0.113,nt,-0.2,-3.6,-0.52
CCOC(=O)c1[nH]nc(-c2c(O)cc(C)cc2O)c1-c1csc(C)n1,18.4,-3.6,0.44,1,1.03,10.2,-0.3,-2.6,-1.73
COc1ccc(C(O)CNc2ccc(C)cc2)cc1 (configuration not stated),4.3,3.3,-0.00528,0.9,1.17,7.5,0.3,-29.4,1.33
CC(=O)NC(C)C12CC3CC(CC(CC(=O)O)(C3)C1)C2 (configuration not stated),6.3,-3.2,0.557,0.9,0.631,6.0,0.0,-9.1,-1.19
CC(C)OC(=O)CSc1nnc(-c2ccncc2)n1N,16.1,nt,0.592,0.8,0.456,8.4,nt,nt,-0.149

# The list continues.
SMILES,HEK293 NFkB inh,Jurkat tox 60K,M1 antagonist,TNAP act mid DEA,M1 agonist,E coli RNAP,S1P3 agonist,S1P1 ag pot,D1 mod
Cc1oc(-c2ccccc2F)nc1CS(=O)(=O)CC(=O)NCCCc1ccccc1,3.8,1.8,0.237,0.9,0.0698,9.9,-1.2,-7.5,0.995
COc1cccc(-c2nc(-c3ccc(NC(=O)Cc4ccccc4OC)cc3)no2)c1,17.0,9.4,-0.00117,1,0.686,2.5,-1.3,46.3,0.176
O=C(Nc1ccc(NC(=O)C2CC2)nc1)c1cccs1,-0.7,2.8,0.0839,1,0.679,3.7,-1.2,-7.5,-1.15
COc1ccc(-c2csc(NC(=O)C3CCCO3)n2)cc1 (configuration not stated),7.3,7.2,-0.69,0.9,-0.895,5.5,-0.4,-6.0,2.36
CN(C)CCCNCCCNC(=O)c1ccco1,-1.6,7.0,0.746,0.9,-0.73,0.6,-0.3,0.5,0.63
CCC(c1nnnn1CCC(C)C)N1CCC(C(N)=O)CC1 (configuration not stated),-5.0,2.6,0.277,1,-0.074,7.3,-0.2,4.8,0.198
COc1ccccc1S(=O)(=O)Cc1ccc(C(=O)NC(C)c2ccc3c(c2)OCCO3)o1 (configuration not stated),23.4,1.5,-0.0648,1.1,2.03,5.2,-0.5,2.9,-1.05
N#C/C(C(=O)c1ccccc1)=C1/CCCN1,20.7,nt,0.115,0.9,-0.4,9.0,nt,nt,0.138
CC(=O)c1ccc(CCCC(=O)O)cc1,17.9,-1.6,0.201,1,-0.0182,4.2,-0.3,-19.3,-0.355
O=C(CCN1CCN(c2ccccc2)CC1)Nc1ccc2c(c1)OCO2,17.3,3.3,nt,0.9,nt,4.8,-1.4,nt,-0.933
CC(=O)n1c2ccccc2c2c(C#N)c(N3CCCCC3)sc21,-1.9,-3.8,-0.0152,0.9,-2.25,3.5,-1.1,-5.5,0.323
COc1ccc2nc(NC(=O)CSc3nnc4n3C(C)(C)Cc3ccccc3-4)sc2c1,13.7,-2.1,0.0336,0.8,-1.06,7.4,-1.1,0.6,0.713
Cc1ccc2[nH]c(=O)c(CN(Cc3cccnc3)C(=O)c3ccncc3)cc2c1,13.7,16.8,0.0137,0.9,0.0172,3.5,-0.4,5.2,0.161
COCCSc1nnc(NC(=O)CSCc2ccccc2)s1,17.1,4.1,0.056,0.8,-0.123,6.9,0.2,-10.5,0.0479
CCN(CC)CCCN1C(=O)C(O)=C(C(=O)c2ccc(C)o2)C1c1ccc(C)o1 (configuration not stated),nt,nt,0.0129,0.9,-0.442,9.7,1.0,-7.0,-0.519
